# aSyn yeast inh – inhibitors of alpha-synuclein toxicity in yeast | Yeast expressing alpha-synuclein, growth rescue, BacTiter-Glo, 24 h | Potency, µM (doses to about 46.1 µM), without a hit: at the top dose growth rescue (activation), most hits filed as activators | 0.14% of 370,000 active | AID 652106; further: potency means the concentration at half of the fitted maximal effect; % of control where 0% means no effect; nearly all actives have a fitted effect of over 65% in size
#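 Readout is rescue of growth in alpha-synuclein-expressing yeast, so inhibitors of toxicity appear as activators. Growth after 24 hr at 30 deg C in galactose medium is quantified by luminescence.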
# FUS yeast rescue – suppressors of FUS proteinopathy in yeast | 0.24% of 390,000 active | Potency, µM (titrated, usually from 76.6 µM), for the others: at the top dose growth rescue (activation), usual class: activators | S. cerevisiae FUS-expressing, growth rescue, OD600, 24 h | AID 1347120;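 further: potency means the concentration at half of the fitted maximal effect; plate controls were DMSO vehicle for no effect and reference control for full effect; nearly all actives have a fitted effect of over 55% in size; some results filed as inactive show a strong effect at the top dose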
#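 Steps: raffinose overnight preculture; dilution to OD 0.005 in 2% galactose minimal medium; compound addition (concentration series); 24hr at 30C, 99% humidity; absorbance read at 600 nm.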
# pAkt inh – inhibitors of Akt phosphorylation; activity change, % for hits at 50 µM; 0.32% of 360,000 active; Neuro2A IGF-stimulated pAkt S473 HTRF, 20 min; active compounds read low; in the data active means activity change below about -80%; inconclusive means mostly about -51% to -80%; further: on the % scale 0 is the no-effect control and ±100 the full control effect
#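 Single-point screen (50 µM final compound) in Neuro2A cells stimulated 20 min with 6 nM IGF at 37 deg C. After lysis, Ser473-phosphorylated Akt read by HTRF (ex 330 nm, em 615/665 nm) as the 665/615 ratio.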
# TDP-43 yeast inh – inhibitors of TDP-43 toxicity in yeast | TDP-43 expressing yeast growth rescue, BacTiter-Glo, 24 h | Potency, µM (titrated, usually from 46.1 µM), without a hit: top-dose growth rescue (activation), actives largely listed as activators | 1.8% of 410,000 active | AID 652104; further: potency means the concentration at half of the fitted maximal effect; % of control where 0% means no effect; nearly all actives have a fitted effect of over 50% in size
#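 Luminescence from BacTiter-Glo reports growth of TDP-43-expressing yeast after 24 hr at 30 deg C with compound. Cells were raffinose-pregrown to mid-log, then seeded in galactose medium at OD600=0.02.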
# Abeta yeast res – A-beta toxicity reversal in yeast. Potency, µM (doses to about 46.1 µM), without a hit: top-dose growth rescue, most hits filed as activators. yeast expressing A-beta42, growth rescue, OD600, 48 h; response scale: 0% DMSO, 100% iron-clioquinol control. 0.063% of 410,000 active; further: potency means the concentration at half of the fitted maximal effect; nearly all actives have a fitted effect of over 55% in size
#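 Growth rescue measured by 600 nm absorbance after 48 h yeast culture at 30 C with compound. Values normalized between DMSO and an equimolar ferric chloride plus clioquinol control.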
# MmCpn inh – inhibitors of Methanococcus maripaludis chaperonin (MmCpn); purified Mm-Cpn ATPase, ADP Transcreener TR-FRET; Potency, µM (series often up to 76.9 µM), inactives show at the highest dose activity, negative = inhibition, most hits filed as inhibitors; AID 504842; 0.031% of 330,000 active; further: potency means the concentration at half of the fitted maximal effect; on the % scale 0 is the no-effect control and ±100 the full control effect; nearly all actives have a fitted effect of over 80% in size
#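 Measured: ADP formation by purified Mm-CPN. Conditions: 25 nM protein, 10 uM ATP, Tris pH 7.4 with Mg2+, K+ and DTT, 37°C for 30 min. Detection: Transcreener HTRF after 30 min at room temperature.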
# GLP1R inv ag – acts as inverse agonist at human GLP-1 receptor; P43220; HEK293 GLP-1R CRE-luciferase, luminescence, 24 h; GLP-1R form is constitutively active; Potency, µM (highest dose often 38.3 µM), for the others: at the top dose activity change, negative = inhibition, actives largely listed as inhibitors; 1.6% of 410,000 active; further: potency means the concentration at half of the fitted maximal effect; on the % scale 0 is the no-effect control and ±100 the full control effect; nearly all actives have a fitted effect of over 55% in size
# Target sequence (P43220 whole entry, looked up): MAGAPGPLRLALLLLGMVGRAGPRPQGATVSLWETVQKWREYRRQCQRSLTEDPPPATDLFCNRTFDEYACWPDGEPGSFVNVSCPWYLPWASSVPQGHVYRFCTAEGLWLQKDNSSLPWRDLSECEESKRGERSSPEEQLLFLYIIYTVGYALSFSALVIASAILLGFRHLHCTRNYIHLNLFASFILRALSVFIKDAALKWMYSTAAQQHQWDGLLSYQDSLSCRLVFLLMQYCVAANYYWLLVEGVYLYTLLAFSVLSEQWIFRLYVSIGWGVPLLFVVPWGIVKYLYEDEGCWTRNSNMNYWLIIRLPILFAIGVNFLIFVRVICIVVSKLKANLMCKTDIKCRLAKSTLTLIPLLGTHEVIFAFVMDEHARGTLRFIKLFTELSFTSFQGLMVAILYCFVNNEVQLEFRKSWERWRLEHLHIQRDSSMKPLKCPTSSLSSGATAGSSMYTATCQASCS
#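 Seeding at 200 cells/uL, 12 h culture, 24 hr compound treatment, then luciferase reagent and a luminescence read; cells are HEK293 stably expressing a constitutively active GLP-1R plus cAMP-responsive luciferase.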
# PTHR1 ag – agonists of human PTHR1 parathyroid hormone receptor; 0.075% of 410,000 active; HEK293 GP2 PTHR1 cells, GloSensor cAMP luminescence, 1 h; Potency, µM (series often up to 115 µM), without a hit: top-dose activation, most hits filed as activators; Q03431; AID 743266; further: potency means the concentration at half of the fitted maximal effect; nearly all actives have a fitted effect of over 55% in size; some results filed as inactive show a strong effect at the top dose; inactives centre near -15; many of its hits are not listed in these tables
# Target sequence (Q03431 whole entry, looked up): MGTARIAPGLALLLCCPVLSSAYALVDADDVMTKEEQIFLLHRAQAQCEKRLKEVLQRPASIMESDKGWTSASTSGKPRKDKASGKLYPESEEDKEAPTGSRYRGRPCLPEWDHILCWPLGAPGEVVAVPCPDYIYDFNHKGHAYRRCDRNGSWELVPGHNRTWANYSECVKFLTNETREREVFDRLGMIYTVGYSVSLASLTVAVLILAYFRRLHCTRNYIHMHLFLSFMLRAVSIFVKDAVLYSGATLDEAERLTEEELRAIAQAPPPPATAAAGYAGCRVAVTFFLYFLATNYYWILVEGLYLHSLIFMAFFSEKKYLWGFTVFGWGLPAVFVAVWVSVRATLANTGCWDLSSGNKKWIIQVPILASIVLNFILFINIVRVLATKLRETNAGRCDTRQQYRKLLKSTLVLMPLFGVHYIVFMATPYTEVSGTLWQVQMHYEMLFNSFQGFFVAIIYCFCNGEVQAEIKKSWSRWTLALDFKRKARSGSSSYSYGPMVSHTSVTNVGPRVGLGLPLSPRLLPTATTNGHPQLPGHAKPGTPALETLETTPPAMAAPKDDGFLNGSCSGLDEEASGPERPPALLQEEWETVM
#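 HEK-293-derived GP2 cells expressing PTHR1 and a GloSensor cAMP reporter, 3,000/well, plated overnight, given luciferin plus IBMX (each 0.5 mM as added) for 1 h at 37 °C, then compound for 1 h at 37 °C. Luminescence was read after 15 min at room temperature.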
# GLP1R cytotox – cytotoxicity counter-screen for GLP-1 receptor inverse agonists. Potency, µM (highest dose often 38.3 µM), for inactives: at the top dose activity change, negative = inhibition, usual class: inhibitors. AID 624418. HEK293 cAMP-luciferase reporter cells, luminescence, 24 h. 0.13% of 410,000 active;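 further: loss of luciferase light is scored as toxicity; potency means the concentration at half of the fitted maximal effect; on the % scale 0 is the no-effect control and ±100 the full control effect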
#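 MLSMR compounds, 24 hr on cells at 37 deg C/5% CO2; luminescence after luciferase reagent (12 min RT). Inhibition counted as the undesired cytotoxic outcome.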
# * = called active by the depositor; i = inactive; ? = inconclusive; . = not tested or not shown; & = joins results of further samples; [ ] = remark or other dose. Unless noted, the call rests on the fitted dose curve; in most records, active means well fitted curve in the direction sought with a large enough effect; inconclusive means small, poorly fitted or top-dose-only effect, or another doubt; inactive means no such curve, though single readings can be large; an effect the other way counts as inactive or inconclusive. A portion of the library. The share of hits here may be higher or lower than overall.
SMILES,aSyn yeast inh,FUS yeast rescue,pAkt inh,TDP-43 yeast inh,Abeta yeast res,MmCpn inh,GLP1R inv ag,PTHR1 ag,GLP1R cytotox
COc1ccccc1CCNC(=O)C(=O)NCC1OCCCN1S(=O)(=O)c1ccc(F)cc1C (stereo not drawn),0%,32%,i,11%,26%,0%,-29%,-27%,-18%
CCOC(=O)c1ccc(NC(=O)c2nc[nH]c2C(=O)N2CCC(C)CC2)cc1,3%,5%,i,?,6%,-6%,-5%,-5%,1%
COc1ccc(C#Cc2c(-c3ccsc3)oc3ccc(-c4cc(OC)c(OC)c(OC)c4)cc23)cc1,-1%,9%,i,-21%,-30%,.,27%,-2%,0%
COc1ccc(-c2cc(C(=O)Nc3c(C)nn(Cc4ccc(C)cc4)c3C)no2)cc1OC,.,33%,.,18%,-13%,.,?,-24%,-13%
Cc1ccnc(NS(=O)(=O)c2ccc(NC(=O)c3cccc(Cl)c3)cc2)n1,1%,-8%,i,13%,8%,.,0%,i,-2%
CN1CCN(C(=O)CCc2nnc3ccc(N4CCC5(CC4)OCCO5)nn23)CC1,1%,-26%,.,8%,5%,2%,1%,i,5%
CCC(=O)C1CCCN(C(=O)c2ccc(OC)c(OC3CCN(C(C)=O)CC3)c2)C1 (stereo not drawn),-1%,-2%,i,-5%,4%,0%,19%,-5%,-9%
Cc1ccc(C)c(NC(=S)N(C2CCCCC2)C(C)c2cccnc2)c1 (stereo not drawn),0%,11%,i,6%,23%,1%,-3%,i,-2%
O=C1Nc2ccccc2C1(O)Cc1ccccn1 (stereo not drawn),0%,-3%,i,8%,-3%,0%,1%,-23%,?
CCCN(CCC)C(=O)Cn1nnc2sc(-c3ccccc3)cc2c1=O,.,-3%,.,12%,11%,.,5%,i,8%
CC12CCC(C/C1=N\OC(=O)c1c(F)cccc1F)C2(C)C (stereo not drawn),2%,1%,i,10%,10%,-3%,-10%,i,1%
Cc1cccc(-n2cc(-c3ccccc3)nc2SCC(=O)Nc2ccccc2Cl)c1,.,30%,.,4%[9.22 µM],-9%,.,?,-21%,2%
Cc1ccc(C(=O)Nc2cccnc2)cc1C,2%,-13%,i,2%,9%,.,14%,i,7%
CC(SCC(=O)Nc1ccccc1Br)c1nc2ccccc2c(=O)[nH]1 (stereo not drawn),0%,9%,i,-19%,-3%,-1%,3%,-5%,-7%
COc1ccc(CN2CCN(c3ccc(F)cc3)CC2)c(OC)c1OC,5%,.,i,-14%,-9%,-1%,-14%,-15%,-2%
CCCC1S/C(=N/N=C/c2ccc(C)cc2)N(Cc2ccc(OC)cc2)C1=O (stereo not drawn),5%,10%,i,11%,15%,1%,0%,i,2%
CCCCN(CC)CCNC(=O)c1cc2c(-c3ccccc3F)nn(C)c2s1,8%,-10%,i,-5%,1%,-2%,?,i,?
CCOC(=O)c1c(-c2ccccc2)c2cc(OC)ccc2n1CCCN(C)C,-1%,10%,i,-33%[inhibitor],-11%,-5%,-37%,-14%,13%
Cc1ccc(COc2ccc(/C=N/NC(=O)c3ccc(CN4CCOCC4)cc3)cc2)cc1,1%,21%,i,?,8%,0%,0%,-27%,6%
COCCCn1c(=O)c2sccc2n2c(CCCC(=O)NCC3CCCO3)nnc12 (stereo not drawn),-1%,2%,i,-11%,10%,-5%,9%,i,-6%
CCn1c(SCC(=O)Nc2cccc(F)c2)nnc1-c1cc2cc(Br)ccc2o1,1%,-6%,i,14%,1%,1%,-19%,-4%,?
CCOc1ccc(CCNC(=O)COC(=O)C2CC2)cc1OCC,7%,12%,i,25%,-1%,-3%,7%,-23%,7%
Cc1cccc(Nc2nc(N3CCN(C)CC3)nc(N)c2[N+](=O)[O-])c1,2%,.,i,-7%,-5%,-1%,22%,i,-4%
CCC(C(=O)NC1CCCCC1)N(C(=O)c1snc(C(N)=O)c1N)c1ccc(OC)cc1OC (stereo not drawn),-1%,?,i,-19%,-15%,-2%,10%,i,15%
O=C(Nn1c(C2CCC2)nc2ccccc2c1=O)C1CCC1,-1%,21%,i,-11%,-1%,2%,0%,-1%[57.5 µM],4%
COC(=O)[C@H]1C[C@H](O)CN1S(=O)(=O)c1ccc(Br)cc1F,0%,-44%,i,-4%,-13%,0%,4%,-4%,5%
CCOC(=O)c1nc2sc3c(c2c(=O)[nH]1)CCCC3,-1%,.,i,-3%,-2%,-6%&-6%,2%,i,6%
Cc1cc(C(=O)N2CCCC(N3CCN(c4ccc(F)cc4)CC3)C2)c(C)o1 (stereo not drawn),6%,-9%,i,?,14%,0%,?,-6%,-10%
CCc1cc(=O)oc2cc(OC(=O)CN3C(=O)NC4(CCCC4)C3=O)ccc12,12%,7%,i,-20%,5%,-7%,-10%,-3%,247%[activator]
Cc1cc(-c2nnc(SCC(=O)Nc3ccccc3Cl)n2C)no1,7%,-6%,i,?,-10%,-2%,7%,i,0%
CCN(CC)C(=O)c1ccc(Oc2ccc([N+](=O)[O-])cc2Cl)cc1,11%,19%,i,?,10%,-1%,?,-29%,-3%
COc1cc(NC(=S)NCCc2c[nH]c3ccccc23)c(OC)cc1Cl,1%,25%,i,?,?,-4%,?,i,-24%
CC(=O)Nc1cc(C(=O)Nc2ccc3c(c2)N(C)C(=O)c2ccccc2S3)ccc1C,.,-1%,.,12%,-7%,.,?,i,-29%
O=C(COC(=O)CNS(=O)(=O)c1ccc(Cl)cc1)NC1CCCCC1,1%,17%,i,-6%,1%,3%,39%[activator],i,-11%
CCOC(=O)N1CCN(c2c(N3CCN(c4ccc(OC)cc4)CC3)c(=O)c2=O)CC1,1%,-7%,i,14%,-8%,4%,10%,5%,-8%
O=C(CCN1CCN(c2ccccc2)CC1)N/N=C/c1ccc(O)c(O)c1O,-8%,35%,i,1%,-24%,-2%,4%,21%,-1%
COc1ccc(C(=O)NCc2c(C)oc(C)c2C(=O)O)cc1,1%,15%,i,12%,2%,-1%,0%,-18%,-5%
Oc1ccc(N=Nc2ccccc2-c2nn[nH]n2)c(O)c1,-5%,-8%,i,-4%,-12%,-3%,16%,i,?
Cc1c(Cc2ccccc2)c(=O)oc2cc(OCC(=O)N3CCC(C(N)=O)CC3)ccc12,-10%,5%,i,4%,-5%,-1%,-11%,-28%,2%
COc1ccccc1CNC(=O)c1sccc1C,7%,0%,i,?,22%,3%,8%,-6%,-2%

# As entered above:
# `O=C(Nn1c(C2CCC2)nc2ccccc2c1=O)C1CCC1` in GLP1R inv ag reads 0%
# `CCOC(=O)c1nc2sc3c(c2c(=O)[nH]1)CCCC3` in MmCpn inh reads -6%&-6%

# Going on with the list:
SMILES,aSyn yeast inh,FUS yeast rescue,pAkt inh,TDP-43 yeast inh,Abeta yeast res,MmCpn inh,GLP1R inv ag,PTHR1 ag,GLP1R cytotox
CCc1cc(C(=O)NC(C)C2CCCO2)cs1 (stereo not drawn),3%,-31%,i,5%,-8%,4%,-9%,i,-5%
CCOC(=O)/C(C#N)=C/c1c[nH]c2ccccc12,-4%,9%,i,0%,-13%,1%&2%,-18%,-18%,-10%
Cc1nc2c(-c3ccc(F)cc3)c(C)nn2c(N2CCOCC2)c1C,2%,-2%,i,0%,6%,1%,14%,-3%,-7%
Brc1ccc(-c2nc3ccccc3s2)s1,-11%,-14%,.,-9%,-12%,40µM*,18%,-17%[57.5 µM],0%
CC1(c2ccc(OC(F)F)cc2)NC(=O)N(CC(=O)Nc2ccc3[nH]c(=O)[nH]c3c2)C1=O (stereo not drawn),-2%,15%,i,-21%,4%,2%,35%[activator],-2%,8%
O=[N+]([O-])c1cc(Br)cc(C=Nc2ccc3c(c2)OCO3)c1O,-9%,8%,i,-27%,-64%[inhibitor],1%,-7%,-7%,?
COC(=O)[C@H]1CN(C(=O)c2ccccc2)C(=O)N1,-7%,-5%,i,6%,-7%,0%,7%,i,1%
O=c1c2cnn(-c3ccccc3)c2ncn1Cc1ccccc1,1%,-12%,i,17%,-10%,2%,7%,-4%,4%
COc1cc(/C=C2/C(=O)NN(c3ccc(Cl)cc3)C2=O)cc(OC)c1O,3%,-11%,i,6%,17%,-2%,4µM*,i,?
Cc1ccc(S(=O)(=O)C2(S(=O)(=O)c3ccc(C)cc3)CC2)cc1,8%,13%,i,?,-25%,0%,-20%,-30%,-14%
Cc1ccc(-n2nc(C(=O)Nc3ccc(F)cc3Cl)c(=O)n(C)c2=O)cc1,.,-23%,.,0%[9.22 µM],-5%,.,7%,i,7%
COc1cc(/C=N/NC(=O)Cn2cnc3c2c(=O)n(C)c(=O)n3C)cc(OC)c1OC,0%,-26%,i,9%,0%,-1%,2%,i,4%
COc1cc2ccccc2cc1C(=O)Nc1cccc(-c2nc3ccccc3o2)c1,.,4%,.,0%,4%,.,?,i,-14%
CCOc1cc(NC(=S)NCCOC)c(OCC)cc1NC(=O)c1cccs1,1%,1%,i,-12%[9.22 µM],-13%,1%,-10%,i,-17%
O=C(NCCC(c1ccccc1)c1ccccc1)c1cccs1,-1%,1%,i,-12%,-11%,1%,?,-8%,-2%
CC1CC(=O)c2cnc(NCC3CCCO3)nc2C1 (stereo not drawn),-6%,0%,i,-6%,-19%,0%,15%,-23%,-7%
O=C(NCCC1=CCCCC1)c1cc(S(=O)(=O)N2CCOCC2)ccc1F,-4%,11%,i,-2%,-38%,2%,?,-22%,0%

# Screening data (PubChem BioAssay)
